Screening data deposited in PubChem BioAssay by Sanford-Burnham Center for Chemical Genomics.
SENP7 inh: blocks the human protease SENP7. recombinant SENP7, Z-RLRGG-aminoluciferin luminescence, 40 min. Q9BQF6. AID 434973. inhibition, % at 5 µM. 330,000 compounds, 1.5% hits;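 active means inhibition above about 50% at the single test dose, limit read from the data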;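 further: plate controls were DMSO with enzyme for no effect and no enzyme buffer wells for full effect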
Target sequence (Q9BQF6 706-1050 limits assumed): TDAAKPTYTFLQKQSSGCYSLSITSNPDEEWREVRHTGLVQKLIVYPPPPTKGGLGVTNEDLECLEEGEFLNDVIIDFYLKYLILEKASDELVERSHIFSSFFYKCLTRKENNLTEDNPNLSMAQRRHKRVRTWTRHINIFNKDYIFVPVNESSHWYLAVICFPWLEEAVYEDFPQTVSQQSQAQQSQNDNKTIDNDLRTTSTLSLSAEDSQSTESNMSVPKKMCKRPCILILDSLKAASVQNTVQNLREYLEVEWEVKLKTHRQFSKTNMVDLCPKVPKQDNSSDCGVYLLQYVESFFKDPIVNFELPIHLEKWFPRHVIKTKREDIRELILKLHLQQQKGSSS
SENP8 block: blocks human SENP8 cleavage of Nedd8 substrate | AID 602440 | 360,000 compounds, 0.64% hits | Q96LD8 | recombinant SENP8, Nedd8 substrate fluorescence | inhibition, % at 20 µM; in the data active means inhibition mostly above about 40%, no sharp cut-off; inactive means mostly below about 27%
Target sequence (Q96LD8 whole entry, looked up): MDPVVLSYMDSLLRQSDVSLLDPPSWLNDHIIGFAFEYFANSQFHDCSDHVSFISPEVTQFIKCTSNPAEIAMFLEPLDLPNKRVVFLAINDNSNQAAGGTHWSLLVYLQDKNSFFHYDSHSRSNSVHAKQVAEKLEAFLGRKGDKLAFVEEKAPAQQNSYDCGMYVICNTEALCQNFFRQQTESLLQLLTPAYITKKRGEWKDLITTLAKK
SENP6 inh: blocks the human protease SENP6. Recombinant SENP6 catalytic domain, aminoluciferin luminescence. AID 2599. inhibition, % at 10 µM. 330,000 compounds, 1.8% hits;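 active means inhibition above about 50% at the single tested dose, limit read from the data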;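 further: plate controls were DMSO wells with enzyme for no effect and DMSO wells lacking enzyme for full effect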
HKDC1 inh: HKDC1 (human) hexokinase inhibition; recombinant HKDC1, G6PDH/diaphorase resazurin coupled fluorescence; inhibition, % at 20 µM; 340,000 compounds, 0.16% hits;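 active means inhibition above about 35% when tested at 20 µM, limit read from the data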;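 further: plate controls were DMSO wells with enzyme for no effect and DMSO wells lacking enzyme for full effect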
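Material – in-house recombinant HK5 (HKDC1) enzyme · Quantity – HKDC1 at 5 µg/mL · Buffer or medium – pH 8.0 Tris buffer with 10 mM MgCl2 · Reagent – glucose with 1 mM ATP · Dosing – single 20 µM dose · Times – reaction time 90 min, room temperature, protected from light · Technique – resorufin fluorescence at 613 nm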
ATG4B inh: inhibitors of human ATG4B cysteine protease | Q9Y4P1 | ATG4B cleavage of LC3-PLA2, NBD-HPC fluorescence, 1 h | inhibition, % at 8.33 µM | 340,000 compounds, 0.51% hits | AID 504462; in the data active means inhibition above about 40%
Target sequence (Q9Y4P1 whole entry, looked up): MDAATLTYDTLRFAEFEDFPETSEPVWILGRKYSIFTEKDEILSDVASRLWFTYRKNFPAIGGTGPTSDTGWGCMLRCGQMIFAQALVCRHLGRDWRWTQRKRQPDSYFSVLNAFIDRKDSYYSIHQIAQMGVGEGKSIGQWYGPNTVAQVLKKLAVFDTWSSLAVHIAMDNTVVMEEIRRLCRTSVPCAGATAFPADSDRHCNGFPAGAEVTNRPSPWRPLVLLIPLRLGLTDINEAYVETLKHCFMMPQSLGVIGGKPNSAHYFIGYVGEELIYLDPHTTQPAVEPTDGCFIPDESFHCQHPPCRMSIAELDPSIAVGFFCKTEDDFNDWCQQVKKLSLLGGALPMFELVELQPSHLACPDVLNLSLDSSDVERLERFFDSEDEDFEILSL
NR3A LBD binder: NR3A (human) ligand-binding domain modulation | Tm shift relative to glycine control, % at 25 µM | 340,000 compounds, 2.5% hits | NR3A LBD differential scanning fluorimetry, Tm shift; 0% = protein alone, 100% = glycine-bound protein | AID 1259313;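 active means melting temperature shift of at least 10% of the positive control shift, at one fixed dose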
PfG6PD inh: PfG6PD (Plasmodium falciparum) enzyme inhibition; AID 504690; 350,000 compounds, 0.78% hits; inhibition, % at 20 µM; PfGluPho enzyme, NADPH resazurin-diaphorase fluorescence;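 active means inhibition reaching at least a set limit at 20 µM in the primary screen, cut at about 59% in these data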;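 further: 0% = DMSO wells with substrate and 100% = DMSO wells lacking glucose-6-phosphate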
MPTP inh: inhibitors of mitochondrial permeability transition pore. isolated mouse mitochondria, Ca2+ swelling absorbance, 30 min. inhibition, % at 10 µM. 360,000 compounds, 1.4% hits. AID 602449;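 active means inhibition of 50% or more, scaled per plate between neutral and stimulator controls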;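 further: 0% = DMSO wells given calcium and 100% = 1 mM EGTA wells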
Active calls of the source: *; i = inactive; / = no result given; & = joins results of further samples. Hits appear at their usual frequency. Share with any hit: about 6.9%.

cpd	structure	SENP7 inh	SENP8 block	SENP6 inh	HKDC1 inh
1	CC(=O)C1CCC2C3CC=C4CC(SC(=N)N)CCC4(C)C3CCC12C (stereo unspecified)	/	16	/	5
2	O=c1cc(O)c(-c2cccc(Cl)c2)c(Cl)[nH]1	2	24	-1	-3
3	O=C(COC(=O)CNC(=O)c1sc2ccccc2c1Cl)Nc1c(Cl)cc(Cl)cc1Cl	2	25	1	7
4	CC1=NC(C)(C)Cc2c(C)cccc21	-1	1	1	10
5	Cc1csc(=O)n1CC(=O)OCC(=O)NNC(=O)c1ccccc1	-5	7	-6	-7
6	CCC(C)/C(C)=N/Nc1ccc(S(N)(=O)=O)cc1[N+](=O)[O-] (stereo unspecified)	-9	32	-33	-4
7	CN(c1ccc(C(=O)O)cc1)S(=O)(=O)c1ccc(Cl)cc1	15	27	-2	1
8	c1ccc(C(c2ccccc2)N2CCN(c3ccc4ccccc4n3)CC2)cc1	8	-334	-8	1

cpd	ATG4B inh	NR3A LBD binder	PfG6PD inh	MPTP inh
1	31	-6	23	80*
2	-14	-7	-16	46
3	5	1	-16	-6.4
4	5	0	-16	-2.0
5	10	-3	22	-1.4
6	0	2	-3	-0.1
7	7	0	-22	-2.0
8	-6	2	4	1.0

The list goes on.
cpd	structure	SENP7 inh	SENP8 block	SENP6 inh	HKDC1 inh
9	Cc1ccc(NC(=O)CN2CCC(NC(=O)c3ccccc3F)CC2)cc1C	-5	11	16	0
10	Cc1cccc(C)c1NC(=O)CN(C)C(=O)c1cccc(NS(=O)(=O)c2ccccc2)c1	-4	4	-8	1
11	O=C(NCCCn1ccnc1)C(=O)NCC(c1ccco1)N1CCN(c2ccccc2)CC1 (stereo unspecified)	0	9	-2	14
12	Cc1nn(-c2ccccc2)c(C)c1/C=N/NC(=O)c1cc(-c2ccc(Br)s2)[nH]n1	-1	11	4	8
13	CCN(CC1CCCN(CCc2cccc(OC)c2)C1)C(=O)c1ccc(COC)o1 (stereo unspecified)	7	6	10	0
14	Cc1ccc(NC(=O)CCC(=O)c2cccs2)nc1	-5	-18	-7	7
15	Cc1cc2ccccc2c(=O)n1CC(=O)NCC(=O)N1CCN(c2ccccc2)CC1	3	-61	8	-4
16	CN(CCc1ccccc1)C(=O)c1ccc(NC(=O)Cc2cccc(NC(=O)C3CCN(C(=O)c4ccccc4)CC3)c2)cc1	/	-2	/	0

cpd	ATG4B inh	NR3A LBD binder	PfG6PD inh	MPTP inh
9	2	-2	-10	-0.9
10	-2	1	-11	0.4
11	3	-2	-2	-1.5
12	-4	9	-4	4.3
13	-5	1	19	-1.0
14	5	-2	2	-0.5
15	2	7	-12	0.4
16	-8	0	-8	-0.7

Other records
cpd	structure	SENP7 inh	SENP8 block	SENP6 inh	HKDC1 inh
17	O=C1CSC(=S)N1/N=C/c1cccc(C(F)(F)F)c1	6	33	-18	-6
18	CC#CCN1c2ccccc2[C@]23C[C@@H](C(=O)OC)N(C(=O)c4cc(C)oc4C)C2=NC(C(=O)OC)=C(C(=O)OC)[C@H]13	-5	17	-1	1
19	CCN(C(=O)c1cc2c(C)nc3ccccc3c2o1)c1cc(Cl)ccc1OC	0	24	0	1
20	CC1=CS(=O)(=O)CC1Sc1ncn[nH]1 (stereo unspecified)	-1	32	-16	3
21	CC1CCN(CCCNC(=O)c2ccc(CSCc3cccc(Cl)c3)o2)CC1	8	5	13	-6
22	O=C(NCc1ccccc1)c1onc(CS(=O)(=O)c2ccc(Cl)cc2)c1C(=O)NCc1ccccc1	5	18	-4	-5
23	Cn1c(=O)n(CC(=O)O)c(=O)c2c1nc1n2CCS1	3&5	23&17	0&0	1&-2
24	Cn1c(=O)n(Cc2ccccc2F)c2ccccc21	-9	9	-17	-4

cpd	ATG4B inh	NR3A LBD binder	PfG6PD inh	MPTP inh
17	1	0	12	-0.7
18	-18	-1	14	-0.9
19	-26	0	0	0.8
20	-2	1	-6	-0.8
21	-8	2	3	0.4
22	9	0	-3	0.4
23	-13&-8	1&1	4&-4	-0.2&-2.0
24	-1	0	-13	0.1

The list continues.
cpd	structure	SENP7 inh	SENP8 block	SENP6 inh	HKDC1 inh
25	CN(C)Cc1c(OC(=O)c2ccc(N)cc2)ccc2ccccc12	/	-20	/	10
26	C=C1CCN([C@@H](CC(C)C)C(=O)NN2CCOCC2)S(=O)(=O)c2ccccc21	-12	7	-18	-3
27	N#Cc1c(-c2ccc(F)cc2)ccnc1N1CCOCC1	3	-366	-13	-3
28	Cc1scc(C(=O)NNC(=S)NCC2CCCO2)c1-c1ccccc1 (stereo unspecified)	3	1	8	8
29	COc1ccc(CC(=O)OC(C)CN2CCOCC2)cc1 (stereo unspecified)	0	6	-1	14
30	O=c1[nH]nc(Sc2ncnc3sccc23)n1CCc1ccccc1	4	8	4	2
31	COc1ccc(NC(=O)N2CCN(S(C)(=O)=O)CC2)c(OC)c1	4	2	15	-15
32	Cc1cc(N2C(=O)C(O)=C(C(=O)c3ccco3)C2c2ccccc2F)no1 (stereo unspecified)	1	-15	8	-1

cpd	ATG4B inh	NR3A LBD binder	PfG6PD inh	MPTP inh
25	9	-6	43	0.1
26	2	-1	-10	-1.1
27	6	-1	17	-0.4
28	4	1	-8	-0.4
29	1	-2	-17	-2.3
30	-5	-1	19	2.3
31	-2	-2	3	-3.0
32	3	-1	9	-0.9

Remaining list, next part
cpd	structure	SENP7 inh	SENP8 block	SENP6 inh	HKDC1 inh
33	COc1ccc(C(=O)/C=C/c2ccc(F)cc2)c(OC(=O)c2ccc([N+](=O)[O-])cc2)c1	-14	29	38	10
34	CCc1cn(S(=O)(=O)c2ccccc2OC)nc1N	-1	3	-1	-7
35	Cc1ccccc1C(=O)NC1CCN(CC(=O)Nc2ccc3c(c2)OCO3)CC1	2	-1	-11	-4
36	COC(=O)C(C)Sc1nc2c(c(=O)n1-c1ccccc1)SCC2 (stereo unspecified)	0	27	13	-4
37	Nc1ccc(N2CCOCC2)c2nonc12	30	69*	60*	3
38	COc1ccc(N2CCN(CCNC(=O)Nc3ccc([N+](=O)[O-])cc3OC)CC2)cc1	-4	30	-1	8
39	Cc1cc(Cl)ccc1OCC(=O)Nc1ccc(CN2CCOCC2)cc1	2	6	-7	2
40	C/C(=N\N=C\c1ccc(N(C)C)cc1)c1cccc([N+](=O)[O-])c1	9	-13	19	-10

cpd	ATG4B inh	NR3A LBD binder	PfG6PD inh	MPTP inh
33	-3	1	20	2.0
34	-5	3	18	-0.8
35	-11	3	11	1.0
36	5	-1	15	-0.2
37	-8	-1	39	2.8
38	6	2	-4	-0.7
39	-2	4	-7	0.5
40	-11	3	-4	1.1

(next part)
cpd	structure	SENP7 inh	SENP8 block	SENP6 inh	HKDC1 inh
41	C/C=C/C(=O)Nc1nnc(-c2ccccc2C)s1	-12	-2	-17	-6
42	CCOc1ccc(C(=O)N2CCCC2)cc1OC	3	3	-7	-4
43	COc1ccc(Cl)cc1NC(=O)CCc1nc(-c2ccccc2F)no1	4	8	-8	1
44	Cc1cc(C(=O)Nc2nnc(C3CC3)s2)c(C)s1	77*	6	76*	-2
45	O=C(CCNS(=O)(=O)c1ccc(F)c(F)c1)NCCN1CCOCC1	-1	5	2	-6
46	Cc1sc2ncnc(SCC(=O)NNC(=O)COc3cccc4ccccc34)c2c1C	6	18	-4	9
47	O=C(Nc1ccccc1)Nc1nc(-c2ccc(F)cc2)cs1	-6	15	-11	4
48	CC(C)(C)C(=O)/C=C(N)/C=C/c1ccccc1	-10	17	-22	2

cpd	ATG4B inh	NR3A LBD binder	PfG6PD inh	MPTP inh
41	6	-3	-13	1.6
42	3	-1	-4	1.0
43	-7	0	9	-0.3
44	-6	0	18	-0.7
45	-5	-1	-4	0.2
46	-7	-7	-8	4.7
47	0	6	-21	92*
48	8	-1	14	5.2

Printed as active in SENP7 inh, among the entries above:
No.	smiles	SENP7 inh	SENP6 inh	HKDC1 inh	ATG4B inh	NR3A LBD binder	PfG6PD inh	MPTP inh
44	Cc1cc(C(=O)Nc2nnc(C3CC3)s2)c(C)s1	77*	76*	-2	-6	0	18	-0.7

Of the compounds above, 7 contain two or more sulfur atoms.
cpd	structure	SENP7 inh	SENP8 block	SENP6 inh	HKDC1 inh
17	O=C1CSC(=S)N1/N=C/c1cccc(C(F)(F)F)c1	6	33	-18	-6
20	CC1=CS(=O)(=O)CC1Sc1ncn[nH]1 (stereo unspecified)	-1	32	-16	3
28	Cc1scc(C(=O)NNC(=S)NCC2CCCO2)c1-c1ccccc1 (stereo unspecified)	3	1	8	8
30	O=c1[nH]nc(Sc2ncnc3sccc23)n1CCc1ccccc1	4	8	4	2
36	COC(=O)C(C)Sc1nc2c(c(=O)n1-c1ccccc1)SCC2 (stereo unspecified)	0	27	13	-4
44	Cc1cc(C(=O)Nc2nnc(C3CC3)s2)c(C)s1	77*	6	76*	-2
46	Cc1sc2ncnc(SCC(=O)NNC(=O)COc3cccc4ccccc34)c2c1C	6	18	-4	9

cpd	ATG4B inh	NR3A LBD binder	PfG6PD inh	MPTP inh
17	1	0	12	-0.7
20	-2	1	-6	-0.8
28	4	1	-8	-0.4
30	-5	-1	19	2.3
36	5	-1	15	-0.2
44	-6	0	18	-0.7
46	-7	-7	-8	4.7

More compounds follow.
cpd	structure	SENP7 inh	SENP8 block	SENP6 inh	HKDC1 inh
49	CN(C)c1ccc(/C=C/c2ccncc2)cc1	/	-278	/	1
50	Cc1cc(C)nc(SCC(=O)NN)n1	-5	11	3	-12
51	COCCNC(=O)Cc1cn(C)c2ccccc12	4	15	7	-6
52	OCCC1CN(Cc2ccc(F)cc2Cl)CCN1CCc1ccccc1 (stereo unspecified)	-4	2	-5	-7
53	Cc1cc(=O)oc2cc(OCC(O)CN3CCN(c4ccccc4)CC3)ccc12 (stereo unspecified)	0	-179	-4	-6
54	Cc1ccc(NC(=O)CSc2nnc(CCNC(=O)OC(C)(C)C)o2)c(C)c1	-7	18	-16	-4
55	Cc1ccc(S(=O)(=O)N2CCN(C(=O)/C=C/c3ccco3)CC2)cc1	5	-3	-17	-6
56	O=C(OCC(=O)N1CCCc2ccccc21)c1ccccc1NCCO	7	i	-5	-4

cpd	ATG4B inh	NR3A LBD binder	PfG6PD inh	MPTP inh
49	8	0	2	1.1
50	-10	2	4	-1.1
51	-2	1	-14	-1.6
52	5	0	-5	-1.1
53	-9	-2	-1	-0.8
54	-9	0	11	-0.6
55	-10	4	-1	-0.3
56	3	-3	-3	-0.1

(listing goes on)
cpd	structure	SENP7 inh	SENP8 block	SENP6 inh	HKDC1 inh
57	O=S(=O)(O)c1cnccc1Nc1cccc(C(F)(F)F)c1	3	7	6	-1
58	Cc1cc(C(=O)OCCN2C(=O)c3ccccc3C2=O)c2ccccc2n1	-13	6	-17	-6
59	O=S(=O)(c1ccc(Cl)nc1)N1CCCC1	11	2	-4	-4
60	NS(=O)(=O)c1ccc(CCNC(=O)C2CCCN(S(=O)(=O)c3cccnc3)C2)cc1 (stereo unspecified)	-8	5	2	-6
61	O=C(Nc1cccc(N=Cc2cc(Br)cc(Br)c2O)c1)c1ccco1	/	-32	/	18
62	Cc1ccc(OC(C)C(=O)N/N=C/c2ccccn2)cc1 (stereo unspecified)	-5	15	-12	3
63	O=C(Nc1ccccc1F)C1CCCN1S(=O)(=O)c1cccc2nsnc12 (stereo unspecified)	10	4	4	-5
64	Cc1cc(/C=C2\NC(=O)NC2=O)c(C)n1-c1ccc(N2CCOCC2)cc1	-1	-104	5	1
65	Cc1ccccc1COc1ccc(-c2nn[nH]n2)cc1	16	10	24	-4
66	CN(C(=O)c1ccccn1)c1nnc(-c2cnccn2)s1	-5	-26	-3	-3
67	Cc1ccccc1CN1CCCNC1=O	-1	12	-8	9

cpd	ATG4B inh	NR3A LBD binder	PfG6PD inh	MPTP inh
57	-3	1	-14	0.7
58	-5	1	24	-0.8
59	4	0	-10	-1.0
60	-2	3	9	-2.6
61	69*	6	32	24
62	5	0	-5	-2.1
63	-7	0	4	-1.4
64	-1	0	3	3.5
65	4	2	-41	-0.5
66	6	3	-10	-1.3
67	6	2	9	-1.8

Along the list, from the results shown.
Compounds 58 to 61 in ATG4B inh read -5, 4, -2, 69*
